EBI2 block: EBI2 receptor antagonists, beta-arrestin recruitment, primary screen, cell-based, luminescence, 7a,25-OHC stimulation, uHTS. AID 651636, 2012. G-protein coupled receptor 183 (Homo sapiens), P32249. 7a,25-OHC stimulated. actives 0.81% (n = 360,000). inhibition, % at 5 µM; in the data active = inhibition above about 38%;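 note: enzyme fragment complementation signal reports receptor beta-arrestin coupling in cells; 0% = agonist plus DMSO wells and 100% = wells without agonist; some results beyond the cut were filed as inactive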
MPTP block: mitochondrial permeability transition pore inhibitors, primary screen, biochemical, isolated mouse mitochondria, absorbance | Ca2+ swelling absorbance, 30 min | inhibition, % at 10 µM | AID 602449, 2012 | actives 1.4% (n = 360,000);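 active = inhibition of 50% or more, scaled per plate between neutral and stimulator controls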;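 note: 0% = DMSO wells given calcium and 100% = 1 mM EGTA wells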
CCR6 antagonist: CCR6 receptor antagonists, primary screen, cell-based, CHO-K1, luminescence, beta-arrestin, uHTS. C-C chemokine receptor type 6 (Homo sapiens), P51684. CHO-K1 CCR6 PathHunter beta-arrestin, CCL20-stimulated. inhibition, % at 20 µM. actives 0.49% (n = 340,000). AID 493098, 2011;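 active = compounds whose inhibition of the agonist-driven luminescence signal at 20 µM reaches about 50%, limit read from the data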;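 note: cells stimulated with CCL20 at 14 nM final; plate controls were DMSO with CCL20 for no effect and DMSO without agonist for full effect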
Target sequence (P51684 whole entry, looked up): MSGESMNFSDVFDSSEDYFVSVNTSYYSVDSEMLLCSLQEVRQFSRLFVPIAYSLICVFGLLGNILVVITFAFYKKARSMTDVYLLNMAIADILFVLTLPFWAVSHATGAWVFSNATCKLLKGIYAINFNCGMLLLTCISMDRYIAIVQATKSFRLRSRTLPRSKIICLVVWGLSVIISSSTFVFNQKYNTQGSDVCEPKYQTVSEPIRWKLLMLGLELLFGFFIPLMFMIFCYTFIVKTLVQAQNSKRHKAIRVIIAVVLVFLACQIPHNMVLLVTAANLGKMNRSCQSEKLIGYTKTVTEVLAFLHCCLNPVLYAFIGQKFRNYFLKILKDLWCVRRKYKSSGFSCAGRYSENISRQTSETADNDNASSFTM
CXCR6 inh: CXCR6 receptor inhibitors, primary screen, cell-based, beta-arrestin, luminescence, CHO-K1 PathHunter, 1536-well | inhibition, % at 20 µM | actives 0.36% (n = 360,000); in the data active = inhibition above about 34%, passing the limit was not always enough;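 note: antagonist mode with CXCL16 agonist at 10 nM final; 0% = 10 nM CXCL16 with DMSO and 100% = unstimulated wells without agonist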
APOBEC3A inh: APOBEC3A ssDNA deaminase inhibitors, primary screen, selectivity assay for APOBEC3G inhibitor project, biochemical, FAM/TAMRA oligo cleavage fluorescence. DNA dC->dU-editing enzyme APOBEC-3A (Homo sapiens), P31941. recombinant A3A, FAM/TAMRA ssDNA deamination fluorescence. actives 0.41% (n = 330,000). inhibition, % at 20 µM;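 active = at least 40% inhibition at 20 µM here, with at most 30% in a related deaminase screen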;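 note: plate controls were A3A with DMSO for no effect and wells lacking A3A enzyme for full effect; some results filed as inactive read as strong as hits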
APOBEC3G inh: APOBEC3G DNA deaminase inhibitors, primary screen, biochemical, fluorescence, single-stranded DNA substrate, uHTS. AID 493012, 2011. recombinant A3G, ssDNA deamination FAM/TAMRA fluorescence. inhibition, % at 20 µM. DNA dC->dU-editing enzyme APOBEC-3G (Homo sapiens), Q9HC16. actives 0.28% (n = 330,000);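 active = inhibition of at least 40% at 20 µM, with no more than 30% in the related APOBEC3A deaminase screen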;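 note: plate controls were DMSO wells with A3G for no effect and wells lacking A3G enzyme for full effect; some compounds called inactive have numbers as strong as hits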
Target sequence (Q9HC16 whole entry, looked up): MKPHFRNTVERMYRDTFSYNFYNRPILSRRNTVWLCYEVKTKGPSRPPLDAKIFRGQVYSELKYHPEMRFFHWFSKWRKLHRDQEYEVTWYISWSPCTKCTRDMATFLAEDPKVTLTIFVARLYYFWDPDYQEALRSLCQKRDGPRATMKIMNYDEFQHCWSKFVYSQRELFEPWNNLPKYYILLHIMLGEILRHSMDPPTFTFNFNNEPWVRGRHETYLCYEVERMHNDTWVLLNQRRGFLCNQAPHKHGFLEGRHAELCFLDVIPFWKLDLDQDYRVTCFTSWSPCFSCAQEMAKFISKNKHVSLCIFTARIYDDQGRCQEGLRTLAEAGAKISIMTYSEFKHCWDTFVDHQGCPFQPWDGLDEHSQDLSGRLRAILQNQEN
Gli-Sufu antag: Gli-Sufu pathway antagonists, primary screen, luciferase luminescence, Sufu-KO-LIGHT cells, uHTS | Sufu-KO-LIGHT fibroblasts, Gli luciferase reporter luminescence | inhibition, % at 5 µM | actives 0.74% (n = 340,000) | AID 588413, 2011;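 active = inhibition above about 55%, limit read from the data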;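 note: 0% = DMSO-treated cells and 100% = wells with medium but no cells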
NR3A LBD binder: binders of NR3A ligand-binding domain, primary screen, biophysical, differential scanning fluorimetry, uHTS | NR3A LBD differential scanning fluorimetry, Tm shift; 0% = protein alone, 100% = glycine-bound protein | Tm shift relative to glycine control, % at 25 µM | actives 2.5% (n = 340,000) | AID 1259313, 2017;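 active = melting temperature shift of at least 10% of the positive control shift, at one fixed dose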
Numbers without * were called inactive; / = no result given.

SMILES	EBI2 block	MPTP block	CCR6 antagonist	CXCR6 inh	APOBEC3A inh	APOBEC3G inh	Gli-Sufu antag	NR3A LBD binder
CC(C)C(C)NC(=O)CSc1ccc(S(=O)(=O)N2CCOCC2)cn1 (stereo not given)	-9	0.3	4	5	0	-1	-12	-1
CCCN(CCC)c1ncnc2c1cnn2-c1ccc(OC)cc1	1	0.8	1	3	2	-5	-56	-1
CCC(C)[C@H](NC(=O)NC1CCCc2ccccc21)C(=O)OC (stereo not given in full)	-23	0.4	12	2	-2	-6	1	-5
O=C(NCc1ccccc1)C1=C[C@@H](c2csc3ccccc23)C[C@@H](OCCCCO)O1	/	/	8	/	-3	-13	37	-28
O=C(COC(=O)c1cc(Cl)ccc1Cl)NC1CCCC1	-2	-1.0	21	-6	-4	-8	-10	-2
O=C(Cc1ccc(Cl)cc1)Nc1cccnc1	3	-0.5	1	0	3	0	22	-2
CNC(=S)NNC(=O)c1cccn(Cc2ccccc2)c1=O	1	-0.4	2	-6	-6	-7	14	0
C[n+]1cccc(/C=N/Nc2nc(Cl)c(C#N)c(Cl)c2Cl)c1	5	65*	18	13	2	-3	2	0
CNC(=O)c1[nH]cnc1C(=O)NCC(=O)OCc1ccccc1	-11	-0.1	-4	-5	-2	-10	-7	-1
CCCN(CC(=O)Nc1ccccc1C)C(=O)CC(NC(=O)c1ccccc1)c1ccccc1 (stereo not given)	-1	-1.0	14	1	2	8	-6	3
CCN1C(=O)C(CC(=O)Nc2ccc(OC)cc2)N(Cc2cccnc2)C1=S (stereo not given)	1	0.0	-29	9	4	2	-3	-5
Cc1cc(OCCCCN2C(=O)NC(C)(C)C2=O)cc(C)c1Cl	22	1.6	16	-1	3	-3	7	3
C[C@H]1CN([C@@H](C)CO)C(=O)Cc2cc(NC(=O)C3CC3)ccc2O[C@H]1CN(C)Cc1ccc(C(=O)O)cc1	-7	-1.2	-13	-7	5	-4	-7	0
Cc1ccc(NCc2cccnc2)c(Br)c1	-6	1.3	-9	-1	-3	-3	-10	-3
CC1CCCCN1C(=O)Cn1cnc2c1c(=O)n(C)c(=O)n2C (stereo not given)	4	0.4	-1	-4	-8	-6	-4	0
Nc1ncnc2c1ncn2C1OC(CO)C(O)C1N (stereo not given)	-2	-3.3	2	-4	0	0	13	0
Clc1ccccc1OCc1nc(-c2ccc(Br)o2)no1	-5	1.1	16	-3	-1	-5	-36	-17
COc1ccc(NC(=O)c2cnn3c(C(F)(F)F)cc(-c4ccco4)nc23)cc1OC	-7	-0.1	25	-9	7	7	11	0
Cc1cccc(N2C(=O)C3CCC(c4ccccc4)CC3C2=O)c1 (stereo not given)	-8	-2.8	24	7	2	-1	1	-1
COc1cccc(NC(=O)CN(C)C(=O)c2ccccc2-c2nc3ccccc3s2)c1	13	-0.4	12	7	-3	-11	-5	-5
Cc1cc(C(=O)COc2cccnc2[N+](=O)[O-])c(C)n1-c1ccccc1	-8	-1.4	21	-16	-2	-10	17	2
CCC1(CC)C(=O)NC(=O)NC1=NCCc1ccc(O)cc1	-2	-0.6	-13	-7	0	-2	5	1
CCOc1ncccc1C(=O)Nc1ccc(-c2ccc3nnc(C)n3n2)cc1	4	1.2	-10	-4	1	-6	-12	0
O=C(NCN1CCc2ccccc2C1)c1ccccc1	-3	9.2	4	-1	-1	-11	7	1
O=C1CC(C(=O)Nc2ccc(Br)cc2)S/C(=N\N=C\c2ccco2)N1 (stereo not given)	-6	-3.0	0	-2	-2	-6	4	1
Cc1cc(C)n(CC(O)COCc2ccccc2)n1 (stereo not given)	-43	1.1	-8	-8	0	-7	4	-3
CN(O)/C=C1\C(=O)Nc2ccccc21	-4	-1.3	12	-2	0	-1	-2	1
NC(=O)Nc1ccc(F)cc1	-8	0.1	-11	-4	2	0	-15	-4
Cc1csc(=O)n1CCC(=O)OCC(=O)Nc1cc(Cl)ccc1[N+](=O)[O-]	-13	0.5	-1	-9	-3	-12	1	0
c1ccc(Cc2nnc3sc(-c4ccccn4)nn23)cc1	-8	-1.2	-1	9	1	12	2	-1
COc1ccc(C(=O)NCCn2cc(SCC(=O)N3CCOCC3)c3ccccc32)cc1	8	0.9	3	-7	-1	-3	28	1
CN(C(=O)c1ccc(-c2nn(C)c(=O)c3ccccc23)cc1)C1CCCCC1	15	-0.1	15	-5	0	-6	-4	1
N#CCCn1cc(C(N)=O)c(-c2ccc3ccccc3c2)n1	4	1.0	-4	2	-3	2	25	1
COc1ccc(S(=O)(=O)N2CCCC2CNC(=O)C(=O)NCc2ccc(C)cc2)cc1 (stereo not given)	18	-1.4	14	9	2	-2	5	-1
O=C(NCCc1cnc[nH]1)Nc1cccc(C(F)(F)F)c1	-8	-0.5	0	-10	2	-2	-1	2
Cc1[nH]n(-c2ccc(Br)cc2)c(=O)c1/C=N/NC(=O)c1ccccc1	16	5.6	38	34	-2	-10	36	-5
CCOc1nc(Oc2cccc(C(=O)O)c2)nc(Oc2cccc(C(=O)O)c2)n1	-7	-4.1	-14	-2	-2	-3	-7	5
CCOC(=O)c1c(NC(=S)Nc2ccc(F)cc2)sc2c1CCC2	9	33	6	1	-5	-6	7	1
COc1ccc(-c2cn3cc(Cl)ccc3n2)cc1OC	8	1.8	2	-2	5	5	-48	-13
CCOC(=O)N1CCN(C(=O)CSc2ccc(-c3cccc(OC)c3)nn2)CC1	1	-1.0	5	3	-1	-1	2	0
CNC(=S)N1N=C(c2ccc(C)cc2)CC1c1ccc(OC)cc1 (stereo not given)	87*	-5.2	9	14	-5	-2	8	0
Cc1cc(C)n2nc(SCN3C(=O)c4ccccc4C3=O)nc2n1	-4	1.8	-5	-5	9	3	4	-13
CCN(CC)c1ccc(NC(=O)Cn2c(C(C)NC(=O)c3ccc(C)cc3)nc3ccccc32)cc1 (stereo not given)	2	0.9	3	4	/	/	-4	-2
O=C(Cc1cccc(NC(=O)C2CCCN(C(=O)C3CCC3)C2)c1)Nc1cccc(C(=O)N2CCCCC2)c1 (stereo not given)	-5	0.5	7	0	/	/	2	-1
CCCCn1c(N)c(N(CCOC)C(=O)CSCc2c(C)noc2C)c(=O)[nH]c1=O	-1	1.3	9	3	4	13	-7	-1
CCN(CCCNC(=O)CCc1nc(-c2ccc(OC)cc2)no1)c1cccc(C)c1	7	-0.3	11	-1	-5	-12	-2	-6
CCC(CC)NC(=O)COC(=O)c1ccc2c(c1)C(=O)N(Cc1ccco1)C2=O	11	-0.1	16	3	3	-4	-45	1
O=C(/C=C\c1ccccc1)NCC(=O)N/N=C/c1ccc(O)cc1O	5	-1.4	-1	1	-2	0	34	-9
N#Cc1ccccc1NC(=O)CSc1nnc(-c2ccncc2)o1	-5	3.0	-10	-7	6	7	10	-4
CCCCN=C1C([N+](=O)[O-])=CC=C2C1=NC1(CCCCC1)N2O	68*	3.6	9	3	-1	-4	-5	-1
Cc1ccc(S(=O)(=O)N2CCOCC2)cc1C(=O)NCC1CCCO1 (stereo not given)	-21	-1.3	4	-12	1	4	-7	0
COc1ccc(CCNC(=O)c2cc(C(C)C)on2)cc1OC	0	1.8	-6	-2	1	-2	-10	5
CCOC(=O)CSc1nnc(Cc2ccccc2)n1Cc1ccco1	-5	-0.6	-2	1	1	3	2	0
CCc1ccc(NC(=S)NC2CC3CCC(C2)N3Cc2ccco2)cc1 (stereo not given)	-6	-0.4	-3	-1	-4	-5	-1	-2
O=C(COC(=O)c1ccncc1)NCCCc1ccccc1	11	0.3	3	-4	0	-10	-8	-1
CC(C)CNC(=O)NC(=O)COC(=O)c1cccc(NS(=O)(=O)c2ccc(F)c(F)c2)c1	-1	6.0	5	-4	0	-7	-9	-6
O=c1[nH]cnc2ccc([N+](=O)[O-])cc12	-2	-0.6	-12	7	8	1	-11	0
COc1ccc(Cc2nc(-c3ccc(Br)o3)no2)cc1OC	5	-3.1	1	1	-2	-1	-23	0
Nc1nc(SCc2ccccc2)c2ncn(C3CCCCC3)c2n1	12	-1.1	22	-10	/	/	-45	-6
CCCCc1nc2cc(C(=O)N3CCC(OCCOC)CC3)ccc2o1	-1	-0.6	0	-1	-2	-8	-1	3
The list goes on:
SMILES	EBI2 block	MPTP block	CCR6 antagonist	CXCR6 inh	APOBEC3A inh	APOBEC3G inh	Gli-Sufu antag	NR3A LBD binder
O=C(Nc1ccccc1Oc1ccccc1)C1CCCC1	-16	-0.3	19	-2	2	-3	1	-1
O=C1c2ccccc2C(=O)N1CCc1nn[nH]n1	-8	-1.7	4	-1	5	11	-1	/
CC(NC(=O)CCC(=O)c1cccs1)c1ccccc1 (stereo not given)	-15	-2.4	19	-1	4	11	-5	1
Cc1sc2nc(SCC(=O)NCCOCCO)n(C)c(=O)c2c1C	-5	3.7	0	-2	1	-1	3	-1
